# Y pestis TopoI: Y. pestis Topo-I inhibition via cleavage products; AID 504884; activity, % at 10 µM; Y. pestis Topo-I cleavage product accumulation, plate reader; 360,000 compounds, 0.064% hits; in the data active = activity above about 50%, passing the limit was not always enough; inconclusive = no clear call, values can overlap the other calls; note: inactives centre near 2
# Mtb BioA inh: inhibitors of Mycobacterium tuberculosis BioA enzyme; AID 602481; inhibition, % at 9.99 µM; 360,000 compounds, 0.096% hits; purified M. tuberculosis BioA enzyme, plate reader; in the data active = inhibition above about 40%; inconclusive = no clear call, values can overlap the other calls
# Vc quorum ag: induces V. cholerae light production without autoinducers | V. cholerae BH1578 lux reporter, luminescence, 6 h | activation, % at 18.7 µM | 350,000 compounds, 0.16% hits; in the data active = activation mostly above about 9.7%, no sharp cut-off; inconclusive = no clear call, values can overlap the other calls; inactive = mostly below about 3.7%; note: not every result past the cut was called active; inactives centre near 0; reference of the scale not given here
# Mtb UGM inh: Mtb UDP-galactopyranose mutase inhibition; P9WIQ1; purified UGM, fluorescence polarization probe displacement; inhibition, % at 10 µM; 320,000 compounds, 0.06% hits; in the data active = inhibition above about 10%, passing the limit was not always enough; inconclusive = no clear call, values can overlap the other calls
# Target sequence (P9WIQ1 whole entry, looked up): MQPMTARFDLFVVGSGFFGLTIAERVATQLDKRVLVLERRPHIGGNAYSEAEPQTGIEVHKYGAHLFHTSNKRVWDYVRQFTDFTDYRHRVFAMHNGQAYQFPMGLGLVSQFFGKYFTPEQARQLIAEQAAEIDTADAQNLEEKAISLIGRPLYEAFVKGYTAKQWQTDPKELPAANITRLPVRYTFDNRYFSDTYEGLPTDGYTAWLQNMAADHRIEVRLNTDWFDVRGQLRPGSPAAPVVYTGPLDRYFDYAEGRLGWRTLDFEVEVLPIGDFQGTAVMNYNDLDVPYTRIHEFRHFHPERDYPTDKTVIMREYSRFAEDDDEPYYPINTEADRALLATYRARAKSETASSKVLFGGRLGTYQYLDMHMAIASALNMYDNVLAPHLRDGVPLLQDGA
# TcdB GH inh: TcdB glycohydrolase inhibition; P18177; TcdB glycohydrolase enzymatic assay, plate reader; inhibition, % at 9.99 µM; 350,000 compounds, 0.24% hits; in the data active = inhibition above about 10%
# FadD28 binding: blocks FadD28 binding to the bisubstrate probe | fluorescence polarization | inhibition, % at 12.5 µM | 360,000 compounds, 0.22% hits | AID 588549; in the data active = inhibition above about 8.5%, passing the limit was not always enough; inconclusive = no clear call, values can overlap the other calls
# FBA Mtb inh: Mtb fructose-bisphosphate aldolase inhibition. purified M. tuberculosis FBA, fluorescence read-out. inhibition, % at 1 µM. P9WQA3. AID 588726. 360,000 compounds, 2.3% hits; in the data active = inhibition above about 27%;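 note: 0% = vehicle and 100% = reference inhibitor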
# Target sequence (P9WQA3 whole entry, looked up): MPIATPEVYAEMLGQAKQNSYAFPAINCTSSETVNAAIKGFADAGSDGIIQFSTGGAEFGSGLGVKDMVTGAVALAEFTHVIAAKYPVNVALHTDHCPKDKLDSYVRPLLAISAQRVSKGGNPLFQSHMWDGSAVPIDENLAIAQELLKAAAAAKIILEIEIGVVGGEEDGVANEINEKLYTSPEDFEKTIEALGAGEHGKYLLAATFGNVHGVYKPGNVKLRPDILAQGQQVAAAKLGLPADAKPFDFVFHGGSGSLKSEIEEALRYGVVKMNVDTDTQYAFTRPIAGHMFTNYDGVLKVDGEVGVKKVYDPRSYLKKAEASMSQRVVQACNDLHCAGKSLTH
# PfHsp40 yeast: rescue of PfHsp40-mediated yeast toxicity; growth rescue, % at 12.5 µM; S. cerevisiae expressing PfHsp40, growth rescue, ATP luminescence; 340,000 compounds, 0.68% hits; in the data active = growth rescue above about 28%, passing the limit was not always enough; inconclusive = no clear call, values can overlap the other calls;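 note: yeast W303a lacking pdr1 and pdr3 grown in galactose medium; growth measured after three days at 30 °C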
# GDH-TPI inh: inhibits GDH-TPI coupling enzymes, artifact for Mtb FBA screen; GDH-TPI coupled enzyme counterscreen, NADH absorbance; inhibition, % at 4.8 µM; 360,000 compounds, 1.2% hits; AID 588335; in the data active = inhibition above about 30%;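 note: 0% = DMSO wells and 100% = wells lacking the enzyme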
# * marks the source's active call; other numbers are inactive results; i = inactive; ? = inconclusive; . = no result given; & = joins results of further samples.
SMILES,Y pestis TopoI,Mtb BioA inh,Vc quorum ag,Mtb UGM inh,TcdB GH inh,FadD28 binding,FBA Mtb inh,PfHsp40 yeast,GDH-TPI inh
COc1ccc([C@H]2CC(=O)C=C(c3cccc4c3sc3ccccc34)C2)cc1OC,11.4,-4.2&-0.8,-0.3,3.3,-1.0,-0.4,0.3,-1.2,19.8
CC1CCc2c(sc3ncnc(SCC(=O)Nc4ccc(C(=O)O)cc4)c23)C1 (stereo unspecified),1.1,-8.5,-0.8,-0.4,1.4,-2.4,-3.6,-0.7,-3.5
CCOC(=O)c1sc(NC(=O)c2ccc(S(=O)(=O)N(CC)CC)cc2)nc1C,1.6,0.1,i,-1.9,.,-1.7,0.1,-2.4,13.8
Cc1cc(C(=O)Nc2ccc(N3CCOCC3)cc2)c2ccccc2n1,4.1,1.0,i,-1.5,.,0.7,-3.0,-0.1,11.0
Cc1cccc(NC(=O)CSc2nc(=O)n(CCN3CCOCC3)c3c2CCCC3)c1C,5.5,2.0,1.8,-1.1,-1.9,-0.6,2.2,-0.6,2.8
COc1ccc(C(=O)Nc2ccnn2C2CCN(C(=O)C3CCOC3)CC2)cc1 (stereo unspecified),13.5,-0.1,-1.7,1.6,0.4,0.5,0.2,-1.7,-3.2
Cc1c(NC(=O)c2cccc(S(=O)(=O)N3CCOCC3)c2)c(=O)n(-c2ccccc2)n1C,-9.4,-2.6,-1.5,3.1,-0.3,0.4,0.4,-1.0,11.0
CC(=O)c1ccc(N2CCN(S(=O)(=O)c3ccc4c(c3)CC(=O)N4)CC2)cc1,-1.4,10.0,-1.0,4.0,0.4,-1.2,3.9,-0.2,10.6
Cc1ccc(N(CCC#N)C(=O)COC(=O)C2CCN(c3ccc(C(F)(F)F)cn3)CC2)cc1,9.5,-1.0,i,-2.8,2.0,-5.3,0.2,-1.6,-7.4
CCOC(=O)[C@@H]1[C@H]2COc3cc(OC)ccc3[C@@H]2N2C(=O)N(c3cccc(F)c3)C(=O)[C@@]12C,7.6,3.9,i,-0.2,0.5,-4.8,0.4,-0.8,9.5
CCOC(=O)N1CCN(Cc2cccs2)CC1,-6.0,-0.7,-0.9,-2.0,.,-2.3,-0.6,1.4,6.2
CCOc1ccc(N(CC(=O)NCc2ccccc2C)S(C)(=O)=O)cc1,8.3,-1.5,i,1.6,0.6,0.6,1.7,-0.6,0.8
Cc1ccc(OCC(=O)O)c(-n2nc3ccccc3n2)c1,4.9,0.2,-0.5,0.5,.,-1.4,6.4,-0.8,8.8
COC(=O)C1=C(c2cccc(Cl)c2)C[C@@H]2CC[C@H]1N2C(=O)N1CCCC1,11.1,3.1,-0.4,1.7,9.7,-2.5,-0.8,-1.2,6.8
C=CCNC(=O)c1c[nH]c2ccc(S(=O)(=O)N(C)c3ccc(OCC)cc3)cc2c1=O,1.1,-1.0,-0.6,1.8,0.8,-2.2,4.9,-0.2,4.0
Clc1ccc(N/N=C/c2cccs2)nn1,0.6,.,1.0,1.5,2.1,-4.3,-1.5,0.7,15.2
CC1(C)Cc2c(sc(NC(=O)c3ccc(S(=O)(=O)N4CCCC4)cc3)c2C#N)C(C)(C)N1,-3.3,-1.4,-0.7,-0.3,2.1,0.6,-3.3,1.0,19.6
CC1CCC(C(C)C)C(OC(=O)COC(=O)c2cccn2C)C1 (stereo unspecified),?,0.1,-1.3,0.1,.,-4.1,2.7,-0.6,-3.9
COc1ccc2nc(C)cc(SCC(=O)NNC(=O)COc3ccc(C)cc3)c2c1,24.2,1.4,.,-0.1,.,-2.4,5.1,-0.5,0.3
Cc1cc(NS(=O)(=O)c2cn(C)nc2C)no1,-3.6,-0.4,i,4.6,0.7,-3.9,-1.6,-1.8,-4.6

# Next section; it opens with the 5 that closed the last part.
SMILES,Y pestis TopoI,Mtb BioA inh,Vc quorum ag,Mtb UGM inh,TcdB GH inh,FadD28 binding,FBA Mtb inh,PfHsp40 yeast,GDH-TPI inh
Clc1ccc(N/N=C/c2cccs2)nn1,0.6,.,1.0,1.5,2.1,-4.3,-1.5,0.7,15.2
CC1(C)Cc2c(sc(NC(=O)c3ccc(S(=O)(=O)N4CCCC4)cc3)c2C#N)C(C)(C)N1,-3.3,-1.4,-0.7,-0.3,2.1,0.6,-3.3,1.0,19.6
CC1CCC(C(C)C)C(OC(=O)COC(=O)c2cccn2C)C1 (stereo unspecified),?,0.1,-1.3,0.1,.,-4.1,2.7,-0.6,-3.9
COc1ccc2nc(C)cc(SCC(=O)NNC(=O)COc3ccc(C)cc3)c2c1,24.2,1.4,.,-0.1,.,-2.4,5.1,-0.5,0.3
Cc1cc(NS(=O)(=O)c2cn(C)nc2C)no1,-3.6,-0.4,i,4.6,0.7,-3.9,-1.6,-1.8,-4.6
CCC(=O)Oc1ccc(C(=O)Nc2cccc(NC(=O)c3ccco3)c2)cc1,9.4,-0.6,-0.2,2.2,0.7,.,1.1,0.7,-4.5
COc1ccccc1-n1c(SCC(=O)NC(C)(C)C)nnc1-c1ccco1,-4.1,0.0,i,0.0,.,-0.8,5.0,-0.3,15.2
O=S(=O)(Nc1ccc2c(c1)oc1ccccc12)N1CCCC1,21.6,9.9,-0.3,0.5,.,-5.0,11.0,9.2,-1.2
O=C(Nc1ccc2oc(-c3ccc4ccccc4c3)nc2c1)c1cccs1,4.7,-2.2,25.0*,5.9,.,-3.2,3.0,1.6,21.4
C/C(=N\NC=O)c1ccncc1,-0.6,.,.,-0.3,1.7,-1.8,3.5,0.3,-0.6
CC1(C)CC(=O)C(N=Nc2cc(C(F)(F)F)ccc2Cl)=C(O)C1,6.6,.,i,-2.6,-0.1,-3.6,-6.7,0.5,-2.2
CC12CCC(=O)CC1CCC1C2CCC2(C)C1CCC2(O)C(=O)CO (stereo unspecified),-3.5,1.2,-1.2,.,1.4,-2.1,0.6,0.4,13.2
Cc1cccc(C)c1NC(=O)C(NC=O)c1ccccc1Cl (stereo unspecified),4.5,-0.8,-1.9,-0.5,.,-0.4,3.6,-1.1,-5.7
COc1ccc(/C(O)=C2/C(=O)C(=O)N(CC3CCCO3)C2c2cccc(O)c2)cc1 (stereo unspecified),-1.1,.,i,-0.9,.,-6.8,4.2,-0.9,24.1
CC(=O)c1cccc(NC(=O)CCc2nc3sc4c(c3c(=O)[nH]2)CCCC4)c1,30.5,.,-1.1,-1.5,2.4,-4.5,0.1,0.4,5.3
CC(O)c1nc2ccc(C(=O)O)cc2[nH]1 (stereo unspecified),-12.7,-3.1,-0.4,-1.1,2.0,-1.6,-2.8,0.5,11.1
O=C1c2ccccc2C(=O)N1CN(C(=O)c1ccccc1)c1ccc(O)cc1,-4.5,.,-0.2,-0.1,-0.2,-3.1,-0.1,-1.0,6.5
Cc1ccc(CNC(=O)c2ccc(CS(=O)Cc3ccccc3Cl)o2)cc1 (stereo unspecified),11.1,4.0,i,2.9,-0.5,-0.5,-0.5,0.2,1.7
COc1ccccc1Cn1c(C)c(C(=O)NCc2cccc(C)c2)sc1=O,32.4,-0.5,i,.,-0.5,-2.7,-0.1,.,4.3
Cc1ccc(S(=O)(=O)N2CCN(c3ncnc4scc(-c5ccc(F)cc5)c34)CC2)cc1,28.3,.,i,2.2,2.5,0.3,-0.6,2.0,-1.4
O=[N+]([O-])c1ccc(S(=O)(=O)NCCCc2ccccc2)cc1,2.4,3.5,-0.6,0.1,1.7,-1.0,-1.9,.,-3.1
COc1ccc(OC)c(/C=N/NC(=O)c2csc3ccccc23)c1,3.6,-0.4,-0.4,0.9,.,-2.6,6.4,0.1,23.3
COc1cccc(C(=O)N2CCCC(CCC(=O)NCc3ccc(F)c(F)c3)C2)c1 (stereo unspecified),4.6,.,i,-0.1,2.9,-4.4,1.1,-0.3,-2.8
O=C(COC(=O)Cc1ccc(F)cc1)NC1CCCC1,9.5,-1.1,0.7,1.0,0.3,0.0,2.6,-0.8,-3.6
CC(=O)Oc1ccc(C(=O)NCc2ccc3c(c2)OCO3)cc1,-10.1,-2.4,0.6,-1.7,1.6,-0.8,-0.6,-0.1,5.6
O=C(Nc1cc(Cl)cc(Cl)c1)C1C2C=CC3(O2)C1C(=O)N(CCCN1CCOCC1)C3C(=O)NC1CCCCC1 (stereo unspecified),-4.1,-5.0,-0.3,-2.1,0.9,-2.2,-0.9,-1.1,-6.5
Cc1[nH]n(C(N)=S)c(=O)c1N=Nc1ccccc1C(F)(F)F,-0.3,6.1,i,0.7,0.2,0.7,-5.1,?,3.3
CCCN1CCc2c(sc(NC(=O)CCS(=O)(=O)c3ccccc3)c2C(=O)OC)C1,9.3,-1.1,-0.4,0.7,-0.1,-5.1,-1.8,0.7,6.9
CC(=O)Nc1nc(C)c(-c2csc(Nc3ccccn3)n2)s1,-6.2&-11.5,.,-0.2&-0.4,4.4&-2.2,0.4&0.4,-2.4&0.2,5.8&2.1,5.2&-0.8,23.2&13.4
Cn1nc(C(C)(C)C)c([N+](=O)[O-])c1C(=O)Nc1ccc(Br)cc1,-5.6,.,i,2.9,0.7,1.1,3.9,-1.8,5.7
Cc1ccc([C@@H]2C[C@H]3[C@@H](CN2S(=O)(=O)c2ccc(Cl)cc2)C(=O)C[C@@H](c2ccc(Cl)cc2)N3S(=O)(=O)c2ccccc2C)cc1,-2.8,-0.4,-0.4,.,0.6,0.4,4.2,.,3.8
CC(C)N(Cc1ccccc1)C(=O)CN1C(=O)NC(Cc2ccccc2)(c2ccccc2)C1=O (stereo unspecified),13.0,0.3,.,2.1,1.6,-2.6,0.9,2.2,5.2
O=C1c2cccnc2C(Nc2ccc(S(=O)(=O)N3CCCCCC3)cc2)N1Cc1ccccc1 (stereo unspecified),3.0,0.7,0.7,-1.1,.,-0.2,2.1,-0.9,0.7
CCN1CCN(CCNC(=O)CCCCCn2c(=O)[nH]c3cc(C(=O)OC)ccc3c2=O)CC1,0.6,0.9,i,-2.0,.,-1.3,6.7,0.1,-0.6
N=c1nc2n(cc1F)C1OC(CO)C(O)C1O2 (stereo unspecified),8.0,.,5.6,.,-3.4,-1.0,1.2,-0.6,0.0
O=C(NCc1ccccn1)Nc1ccc(Cl)cc1Cl,9.3,0.0,i,-1.6,0.2,-0.5,2.4,-0.9,7.3
O=c1c2ccccc2[nH]c(=S)n1CCCN1CCN(c2ccccc2)CC1,11.2,2.0,i,2.3,-0.8,-1.6,-1.0,0.6,6.4
CCn1c(SCC(=O)N2CCC(C)CC2)nnc1-c1ccco1,-2.9,0.1,-0.6,0.7,1.1,.,-1.4,-0.3,9.5
CCOCC(=O)Nc1cc(S(=O)(=O)N2CCOCC2)ccc1N1CCCCC1,35.1,.,i,0.2,.,0.6,-0.9,0.5,3.5
Cc1cnc(C(=O)OCc2ccc(C#N)cc2)cn1,0.0,0.7,-0.5,-2.1,1.7,-0.1,-3.0,0.0,-1.9
CCc1cc(C(=O)OC)c(N2C(=O)C3C4C=CC(C4)C3C2=O)s1 (stereo unspecified),-1.6,-1.3,-0.2,-2.2,.,-2.2,2.2,-0.9,0.0
CCOC(=O)c1c(C)n(C)c2ccc(O)c(CN3CCCCC3)c12,2.7,0.0,-0.4,0.5,.,-1.7,0.6,0.3,-5.8
O=C(C1=C(O)C(=O)N(CCN2CCOCC2)C1c1ccco1)c1cc2ccccc2o1 (stereo unspecified),18.0,0.3,-12.2,-1.0,1.4,0.4,2.7,1.1,9.6
C=CCN(CC=C)C(=S)NC(=O)/C=C/c1ccc(OC)cc1,18.0,1.0,-0.3,0.5,-0.3,-0.9,1.4,4.1,22.9
CCOc1ccc(N=C2C(=O)N(CN3CCOCC3)c3ccccc32)cc1,-4.2,0.4,i,3.7,.,-1.6,1.2,-1.0,3.4
CCCCn1c(N)c(N(CCC(C)C)C(=O)c2ccc3ccccc3c2)c(=O)[nH]c1=O,-12.0,-0.9,i,-1.8,-1.3,-3.5,-3.8,-0.8,-4.5
Cc1cc(OC(=O)Nc2ccccc2)ccc1Cl,-2.0,-0.9,-0.4,.,-1.0,-3.0,-4.4,.,-3.5

# Screening data as filed in PubChem BioAssay.
